# Assay outcomes: PubChem BioAssay, several laboratories
# Vc quorum ag: quorum light induction in luxS cqsA deficient V. cholerae; activation, % at 18.7 µM; AID 588436; V. cholerae BH1578 lux reporter, luminescence, 6 h; 350,000 tested, 0.16% active; in the data active = activation mostly above about 9.7%, no sharp cut-off; note: not every result past the cut was called active; inactives centre near 0; reference of the scale not given here
# VHR inh abs: blocks human VHR1 dual specificity phosphatase | P51452 | recombinant VHR phosphatase, pNPP absorbance | inhibition, % at 13.3 µM | 290,000 tested, 0.52% active; in the data active = inhibition above about 50%; note: some compounds called inactive have numbers as strong as hits
# Target sequence (P51452 whole entry, looked up): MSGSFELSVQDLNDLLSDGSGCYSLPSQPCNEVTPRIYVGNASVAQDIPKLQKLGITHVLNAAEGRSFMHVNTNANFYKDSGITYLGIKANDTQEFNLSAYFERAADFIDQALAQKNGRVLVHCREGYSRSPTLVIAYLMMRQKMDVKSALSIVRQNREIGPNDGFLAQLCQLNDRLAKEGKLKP
# MazEF act: activators of E. coli MazEF toxin-antitoxin RNase; FAM/BHQ RNA-DNA oligo cleavage fluorescence, 5 h; 350,000 tested, 0.32% active; AID 504720; P0AE70; activation, % at 20 µM; in the data active = activation above about 50%
# FBA Mtb inh: inhibits M. tuberculosis FBA enzyme; purified M. tuberculosis FBA, fluorescence read-out; inhibition, % at 1 µM; 360,000 tested, 2.3% active; AID 588726; in the data active = inhibition above about 27%;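 note: 0% = vehicle and 100% = reference inhibitor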
# SARS 3CLpro inh: SARS-CoV 3CLpro protease inhibition | P0C6X7 | recombinant SARS-CoV 3CLpro, quenched FRET peptide cleavage | inhibition, % at 6 µM | 290,000 tested, 0.14% active | AID 1706; in the data active = inhibition above about 12%
# GDH-TPI inh: inhibits GDH-TPI coupling enzymes, artifact for Mtb FBA screen. GDH-TPI coupled enzyme counterscreen, NADH absorbance. inhibition, % at 4.8 µM. 360,000 tested, 1.2% active; in the data active = inhibition above about 30%;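 note: 0% = DMSO wells and 100% = wells lacking the enzyme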
# Mtb UGM inh: inhibitors of M. tuberculosis UDP-galactopyranose mutase; AID 504406; 320,000 tested, 0.06% active; purified UGM, fluorescence polarization probe displacement; inhibition, % at 10 µM; P9WIQ1; in the data active = inhibition above about 10%, passing the limit was not always enough
# Target sequence (P9WIQ1 whole entry, looked up): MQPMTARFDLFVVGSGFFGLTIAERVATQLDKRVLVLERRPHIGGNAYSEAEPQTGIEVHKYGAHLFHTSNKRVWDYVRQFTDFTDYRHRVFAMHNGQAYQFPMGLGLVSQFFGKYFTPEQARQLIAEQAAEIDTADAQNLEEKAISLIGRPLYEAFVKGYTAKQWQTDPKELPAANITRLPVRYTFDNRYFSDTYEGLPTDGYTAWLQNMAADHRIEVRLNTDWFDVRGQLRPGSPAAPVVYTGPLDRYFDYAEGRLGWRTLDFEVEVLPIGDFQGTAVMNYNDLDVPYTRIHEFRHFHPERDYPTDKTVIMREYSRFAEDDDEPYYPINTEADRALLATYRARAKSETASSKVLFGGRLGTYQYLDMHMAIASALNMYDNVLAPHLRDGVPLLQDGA
# Rv3671c protease: inhibits the M. tuberculosis serine protease Rv3671c; P9WHR9; AID 2606; inhibition, % at 5.96 µM; 320,000 tested, 0.048% active; in the data active = inhibition above about 38%;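 note: extracellular domain of Rv3671c used as enzyme; 0% = enzyme with DMSO and 100% = no enzyme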
# Target sequence (P9WHR9 whole entry, looked up, the tested form may be a part): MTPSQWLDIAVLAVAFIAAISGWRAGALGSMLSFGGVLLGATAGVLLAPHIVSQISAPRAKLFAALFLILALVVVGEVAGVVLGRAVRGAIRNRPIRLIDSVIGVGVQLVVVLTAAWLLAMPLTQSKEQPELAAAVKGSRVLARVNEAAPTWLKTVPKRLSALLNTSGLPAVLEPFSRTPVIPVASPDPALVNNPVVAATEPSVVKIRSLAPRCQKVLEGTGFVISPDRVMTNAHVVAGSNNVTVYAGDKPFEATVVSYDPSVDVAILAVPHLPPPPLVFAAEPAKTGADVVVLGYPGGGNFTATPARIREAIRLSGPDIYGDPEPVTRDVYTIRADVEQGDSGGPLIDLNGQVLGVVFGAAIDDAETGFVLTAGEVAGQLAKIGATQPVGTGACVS
# BioA inh: inhibitors of Mycobacterium tuberculosis BioA enzyme; AID 602481; purified M. tuberculosis BioA enzyme, plate reader; inhibition, % at 9.99 µM; 360,000 tested, 0.096% active; in the data active = inhibition above about 40%
# PriA SSB inh: blocks PriA binding to SSB C-terminal tail; AlphaScreen SSBct-PriA binding, biotinylated peptide; inhibition, % at 33 µM; 430,000 tested, 0.6% active; AID 1272365; in the data active = inhibition mostly above about 37%, no sharp cut-off; inactive = mostly below about 20%;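 note: plate controls were negative control peptide for no effect and reference peptide for full effect; strong numbers were not always called active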
# Starred values were filed as active, the others as inactive; i = inactive; x = no result given. The list is partial; the hit share may differ from the screen's.
SMILES,BioA inh,Mtb UGM inh,Rv3671c protease,GDH-TPI inh,PriA SSB inh,MazEF act,FBA Mtb inh,VHR inh abs,Vc quorum ag,SARS 3CLpro inh
CCCN(C(=O)c1ccc2c(SCC(=O)O)c3c(nc2c1)CCC3)c1cccc(C)c1,27,-0.3,-4,12,6,9,3,-15,1.1,0
CCn1c(SCC(=O)c2ccccc2)nnc1-c1cc2cc(Br)ccc2o1,-0.5,-3.0,-2,7,-11,28,1,-31,-0.4,3
CC(O)[C@H]1CC[C@H]2[C@@H]3CC[C@H]4C[C@@H](O)CC[C@]4(C)[C@H]3/C(=N/O)C[C@]12C (some centres not stated),1.3,-0.2,-1,5,x,3,-1,x,-0.5,x
CC(=O)NC(Cc1c[nH]c2ccccc12)C(=O)OCC(=O)Nc1ccc2c(c1)OCO2 (configuration not stated),0.7,0.4,0,10,-2,-1,8,-12,3.6,-9
CCOc1ccc(NS(=O)(=O)c2ccc(SC)cc2)cc1,-2.7,1.7,-5,10,-18,1,-3,-14,-12,-1
COc1ccc(N(C(C)C(=O)N2CCC(Cc3ccccc3)CC2)S(C)(=O)=O)cc1 (configuration not stated),0.2,0.8,-1,13,55*,-1,24,27,-0.3,-3
Cn1c(=O)c2cc(NC(=S)NCc3ccccc3F)ccc2n1Cc1ccccc1,6.4,x,x,10,x,x,18,x,-0.7,x
Cc1ccc(SCc2cc(=O)[nH]c(N3CCN(Cc4ccc5c(c4)OCO5)CC3)n2)cc1,-3.1,4.1,-6,6,-24,8,1,19,-0.3,-7
Cn1cc(Br)c(C(=O)Nc2nccs2)n1,0.9,-1.4,12,0,-12,5,0,-17,-0.5,4
COc1ccc(CNC(=O)C2CCN(S(=O)(=O)c3cccc(C(F)(F)F)c3)CC2)cc1,-0.8,x,x,8,4,-2,6,x,1.7,x
COc1ccc(N(C)S(=O)(=O)c2ccc3c(c2)CCN3C(=O)C2CC2)c(OC)c1,-3.0,-2.2,-9,11,-5,8,0,39,-0.3,2
CC(=O)c1ccc(-n2nnnc2SCC(=O)NNC(=O)c2ccco2)cc1,2.3,-2.2,-2,-1,-2,0,-1,26,i,-6

# Part of the list above in order of molecular weight, smallest number first:
SMILES,BioA inh,Mtb UGM inh,Rv3671c protease,GDH-TPI inh,PriA SSB inh,MazEF act,FBA Mtb inh,VHR inh abs,Vc quorum ag,SARS 3CLpro inh
CCCN(C(=O)c1ccc2c(SCC(=O)O)c3c(nc2c1)CCC3)c1cccc(C)c1,27,-0.3,-4,12,6,9,3,-15,1.1,0
CCn1c(SCC(=O)c2ccccc2)nnc1-c1cc2cc(Br)ccc2o1,-0.5,-3.0,-2,7,-11,28,1,-31,-0.4,3
COc1ccc(CNC(=O)C2CCN(S(=O)(=O)c3cccc(C(F)(F)F)c3)CC2)cc1,-0.8,x,x,8,4,-2,6,x,1.7,x

# The listing continues:
SMILES,BioA inh,Mtb UGM inh,Rv3671c protease,GDH-TPI inh,PriA SSB inh,MazEF act,FBA Mtb inh,VHR inh abs,Vc quorum ag,SARS 3CLpro inh
Cc1c(NC(=O)N2CCCCCC2)c(=O)n(-c2ccccc2)n1C,-0.7,-2.4,5,-2,-1,-11,-4,9,2.9,4
CCn1c(C)nc2cc(C(=O)N/N=C/c3ccc(N4CCOCC4)cc3)ccc21,x,-0.5,8,34*,x,11,4,-2,-0.2,3
Cc1cc(C)c(NC(=O)c2cc3c(nc4sccn43)s2)c(C)c1,0.5,-0.1,-9,1,-7,-8,-6,17,i,3
CC1CC(C)CN(C(=O)CSc2nnc(CSc3ncccn3)n2C)C1 (configuration not stated),0.8,0.3,1,-7,3,4,-4,27,3.2,-5
C=CCn1c(SCC(=O)N(C)C2CCS(=O)(=O)C2)nc2ccccc2c1=O (configuration not stated),x,-0.2,0,15,0,-9,0,8,-0.6,-1
O=C(Cc1cccc(NC(=O)C2CCCN(C(=O)C3CCC3)C2)c1)Nc1cccc(C(=O)N2CCOCC2)c1 (configuration not stated),-1.0,x,x,-5,-10,3,-2,x,i,x
COc1ccc(CC(=O)Nc2c(C(N)=O)oc3ccccc23)cc1,-1.3,-0.6,7,4,-14,6,0,-4,-1.0,1
Cc1cc2ccccn2c1C(=O)c1ccc(F)cc1,-0.7,1.9,-6,-1,-66,9,-9,11,-0.6,3
COCCC(=O)N1CCC(Oc2ccc(C(=O)N3CCC(N(C)C)C3)cc2)CC1 (configuration not stated),-0.2,7.2,3,-9,3,10,-2,-2,-0.4,-3
Cc1c(Br)ccc(NC(=O)Cn2nc(-c3cccs3)ccc2=O)c1C,-3.8,-0.6,-56,12,-6,16,6,7,-0.7,-1
Cc1nn(C(C)C(=O)NNC(=S)Nc2ccc(F)cc2)c(C)c1[N+](=O)[O-] (configuration not stated),x,3.1,2,8,-5,3,0,-39,-0.7,0
Cc1ccc2nc(NC(=O)CN3CCOCC3)sc2c1,2.0,1.9,2,6,-11,5,0,-14,-5.0,-1
C=COCCNC(=O)C(=O)NC(C)C,-1.5,-0.1,-5,5,0,13,1,21,0.7,-2
O=C(NC1CCc2ccccc21)c1cc(COc2ccc(F)cc2F)on1 (configuration not stated),x,-1.4,-2,0,-12,4,-5,22,-0.7,8
O=C(Cc1cccc(F)c1)N1CCOCC1,-0.1,x,x,-5,-1,2,-1,x,-0.3,x
O=C1C(c2ccccc2)=[N+]([O-])c2ccccc21,-2.0,0.3,-52,10,9,7,3,x,i,x
CC(C)C1Cc2c(sc3c2c(=O)n(Cc2ccccc2)c2nncn32)CO1 (configuration not stated),x,0.7,2,-6,5,6,-1,26,-3.4,-6
Cn1c(Cn2c(=O)sc3ccccc32)nnc1SCC(=O)Nc1ccccc1,-0.5,-1.1,6,9,-4,-1,1,22,i,-1
CCCn1c(N)c(C(=S)NC(=O)C2CC2)c(=O)n(C)c1=O,x,x,x,11,8,8,-3,8,i,2
COc1ccc(N2CC(C)Cn3c2nc2c3c(=O)[nH]c(=O)n2C)cc1 (configuration not stated),3.9,-0.1,-5,-9,2,0,0,24,x,-5
O=C(COc1ccc(C(=S)N2CCOCC2)cc1)N1CCCC1,x,1.3,1,0,-17,7,3,6,i,2
COc1ccc([N+](=O)[O-])cc1NC(=O)C(C)N1CCN(C(=O)c2ccco2)CC1 (configuration not stated),0.9,0.9,1,4,-11,-6,0,-3,-0.2,2
O=C1/C(=C\c2ccncc2)SC(=S)N1C1CCCCC1,x,8.6,4,11,3,0,1,-9,-0.3,1
CCOc1ccc(-n2c(SCC(=O)Nc3cc(C)on3)nc3c([nH]c4ccccc43)c2=O)cc1,-0.6,-0.6,-4,2,-14,-18,2,-2,-0.2,0
CCC(=O)Nc1cccc(Oc2nc(C)cc(C)c2C#N)c1,1.6,1.8,-7,9,-8,0,2,-6,-0.3,-1
CC(C)c1ccc(CNc2cc(N3CCCC3)ccc2[N+](=O)[O-])cc1,1.7,-1.4,-12,5,23,9,-13,26,3.5,3
CC(C)C[C@H](NC(=O)NC1CCCc2ccccc21)C(=O)O (some centres not stated),-0.5,-0.4,10,-11,-18,3,8,13,-0.1,2
CC(=O)N1CCc2c(sc(NC(=O)C3CCCN3S(=O)(=O)c3cccs3)c2C#N)C1 (configuration not stated),3.3,2.5,9,8,-5,6,33*,x,i,x
COc1ccc(-c2csc(NC(=O)c3ccc(OCC(=O)N4CCOCC4)c(OC)c3)n2)cc1OC,x,0.2,-4,6,17,7,-2,3,-3.0,2
Cc1cc(O)ccc1NC(=O)CCN1C(=O)c2ccc([N+](=O)[O-])cc2C1=O,x,0.3,5,-1,-11,11,-2,5,-0.4,5
O=C(NN1C(=O)/C(=C/c2cccs2)SC1=S)c1ccncc1,x,0.4,4,34*,-5,8,-7,4,-0.3,2
Cc1ccc(CN2CCSCC2)c(C)c1,x,1.5,3,2,-4,3,-7,-2,2.5,1
CN(Cc1ccc(C(C)(C)C)cc1)C(=O)c1ccc2c(c1)OCO2,4.1,x,x,5,-16,-1,3,x,-0.9,x
CN(C)c1ccnc2sc3c(NCC(O)CO)ncnc3c12 (configuration not stated),x,-2.4,1,14,-1,-1,5,3,-0.2,-4
NS(=O)(=O)c1ccc(Sc2ccc3c(c2)CCC3)nc1,-0.4,-1.5,-10,5,6,-2,-1,6,-3.1,2
CC1(C(=O)Nc2cccc(OC(F)(F)F)c2)Cc2c(-c3ccc(C(N)=O)cc3)ccnc2O1 (configuration not stated),3.6,x,x,-5,x,x,-1,x,0.8,x
O=C(O)c1cccnc1SC1CC(=O)N(c2cccc(C(F)(F)F)c2)C1=O (configuration not stated),-1.2,0.4,8,3,-11,5,-3,13,-0.3,-1
CC(C)NC(=O)Cn1c(=O)n(CC(=O)N2CCCCC2)c(=O)c2sccc21,-0.5,-2.3,-1,8,3,2,3,-15,i,2
C=C1CCC2[C@](C)(CO)[C@H](O)CC[C@@]2(C)[C@@H]1/C=C/C1=CCOC1=O (some centres not stated),3.7,4.9,-4,3,-7,11,0,x,-0.4,x
CC(c1ccccc1)N1C(=O)C2C3CCC(C3)C2C1=O (configuration not stated),0.2,0.0,3,3,-27,9,1,18,-0.3,-3
COc1cc2c(cc1OC)C(c1ccc(-c3ccc(Cl)cc3Cl)o1)=NCC2,-2.9,-1.8,-10,32*,-7,-8,2,30,x,-12
N#C/C(=C\c1ccc(Br)s1)C(=O)N1CCN(c2ccccc2)CC1,2.0,0.9,-1,17,8,33,5,8,-0.4,3
CCOC(=O)C1CCN(S(=O)(=O)c2ccc3c(c2)CC(=O)N3C)CC1,-2.7,-1.1,-8,1,4,1,4,12,-0.2,-1
O=C(c1ccccc1)c1cc2c(cc1[N+](=O)[O-])OCCO2,x,0.0,5,3,2,2,0,12,0.9,-3
COc1ccc(-c2nnc(SCC(=O)N3CCCC(C)C3)o2)c(OC)c1 (configuration not stated),x,2.6,0,9,8,5,3,29,i,-5
COc1cccc(COc2ccc3ccc(=O)oc3c2)c1,0.0,1.1,-1,10,3,7,9,16,i,-4
CC(C)c1ccc(C2CC(=O)N3CN(Cc4ccco4)CSC3=C2C#N)cc1 (configuration not stated),-0.8,-2.5,-10,9,12,7,-1,-12,-0.7,5
CCn1c(=O)cc(OCC(=O)Nc2cccnc2)c2ccccc21,15,-0.3,-6,0,-15,10,2,7,-1.2,-8
O=C(O)c1nc(NCCc2ccccc2)ncc1Cl,-2.2,3.5,-2,4,-9,-10,8,5,0.0,-3
CCC(c1nnnn1CCc1ccccc1)N(Cc1ccco1)Cc1cc2cc(C)cc(C)c2[nH]c1=O (configuration not stated),0.7,-0.4,-12,7,-13,2,0,7,i,4
CSc1cccc(NC(=O)Nc2ccccc2C(N)=O)c1,-1.7,-2.0,-4,2,0,9,5,-6,-0.2,5
COc1ccc(NC(C)=O)cc1NC(=O)c1cccc(S(=O)(=O)N2CCN(Cc3ccccc3)CC2)c1,-0.2,1.0,1,-6,-4,0,4,x,-5.9,x
O=C(Nc1ccc(N2CCN(Cc3ccccc3F)CC2)cc1)c1ccccc1[N+](=O)[O-],x,-4.7,-1,6,15,5,0,41,-0.1,-1
CC(=O)N1c2c(cc(Br)cc2S(=O)(=O)NCc2cccnc2)CC1C (configuration not stated),2.5,4.8,-14,8,-4,4,0,-3,-0.3,-11
CC(c1ccccc1)n1ccnc1CO (configuration not stated),-0.1,x,x,-6,x,0,-2,x,-0.2,x
O=C(CSc1nnc(-c2ccncc2)n1CCc1ccccc1)NCc1ccccc1,1.0,-4.4,2,0,-9,6,4,16,6.2,-4

# Looked up by structure from above:
SMILES,BioA inh,Mtb UGM inh,Rv3671c protease,GDH-TPI inh,PriA SSB inh,MazEF act,FBA Mtb inh,VHR inh abs,Vc quorum ag,SARS 3CLpro inh
CCC(c1nnnn1CCc1ccccc1)N(Cc1ccco1)Cc1cc2cc(C)cc(C)c2[nH]c1=O (configuration not stated),0.7,-0.4,-12,7,-13,2,0,7,i,4
CC(=O)N1c2c(cc(Br)cc2S(=O)(=O)NCc2cccnc2)CC1C (configuration not stated),2.5,4.8,-14,8,-4,4,0,-3,-0.3,-11
